Source: PubChem
cardiac RTF act: cardiac RTF calcium sensitivity activators, primary screen, biochemical, IANBD-TnC fluorescence, EC20 calcium; Troponin I, cardiac muscle (Homo sapiens) + Troponin T, cardiac muscle (Homo sapiens) + …; IANBD-labeled TnC RTF fluorescence at EC20 calcium; 0% EC20 calcium, 100% full calcium; activation, % at 7.2 µM; 340,000 tested, 0.24% active; AID 493008, 2010;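 active = activation above the mean over all tested compounds plus 3 SD, cut at about 30% in these data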;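 note: rise in fluorescence read as greater calcium sensitivity of cardiac thin filaments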
CAL PDZ FP-1: CAL PDZ peptide-binding inhibitors, primary screen, biochemical, fluorescence polarization, Cer-tagged CAL PDZ, HTS. Golgi-associated PDZ and coiled-coil motif-containing protein (Homo sapiens), Q9HD26. purified CAL PDZ, TMR-peptide fluorescence polarization, 1 h. inhibition, % at 20 µM. 330,000 tested, 0.02% active. AID 504414, 2011;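 active = highest replicate inhibition of at least 40%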;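 note: plate controls were DMSO neutral control wells for no effect and unlabeled competitor peptide control wells for full effect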
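System: purified tagged CAL PDZ domain construct (CerCALP). Schedule: 1 h incubation at room temperature before polarization reading. Medium: 25 mM sodium phosphate pH 7.4, 150 mM NaCl, TCEP, IgG, Thesit. Read-out: percent inhibition from loss of millipolarization. Measured by: FP readout, S and P plane fluorescence. Probe or stimulus: fluorescent TMR peptide probe.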
Wnt bcat act: Wnt/beta-catenin pathway activators, primary screen, cell-based, plate reader, single point. 300,000 tested, 1.2% active. Wnt/beta-catenin reporter cell assay, activator. activation, % at 9.35 µM; in the data active = activation above about 30%, passing the limit was not always enough; inconclusive = no clear call, values can overlap the other calls;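 note: 0% = neutral control wells and 100% = positive control wells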
dFosB act: activators of delta FosB homodimer, primary screen, biochemical, fluorescence polarization, TAMRA-CDK5 oligo, single point; Protein FosB (Mus musculus), P13346; purified delta FosB; percent of positive-control signal above neutral wells; activation, % at 25 µM; 340,000 tested, 0.99% active; AID 493131, 2011;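 active = mean activation above about 17%, with every replicate also reaching it, limit read from the data, passing the limit was not always enough; inconclusive = only one of the two conditions met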;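 note: fluorescence polarization rise as delta FosB binds a TAMRA Cdk5 AP-1 oligo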
Target sequence (P13346 whole entry, looked up): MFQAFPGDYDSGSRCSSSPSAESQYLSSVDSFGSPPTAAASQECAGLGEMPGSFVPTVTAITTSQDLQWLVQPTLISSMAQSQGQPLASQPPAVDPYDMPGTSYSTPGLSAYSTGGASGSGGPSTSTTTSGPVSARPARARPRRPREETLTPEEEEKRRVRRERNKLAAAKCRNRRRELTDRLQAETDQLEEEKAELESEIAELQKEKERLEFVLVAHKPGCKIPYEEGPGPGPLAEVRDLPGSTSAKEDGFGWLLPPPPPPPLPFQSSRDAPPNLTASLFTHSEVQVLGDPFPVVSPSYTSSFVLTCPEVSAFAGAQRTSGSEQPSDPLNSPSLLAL
V-ATPase pH: regulators of yeast V-ATPase proton pumping, primary screen, pHLuorin cytosolic pH fluorescence. AID 504577, 2011. S. cerevisiae. response, % at 10 µM. 350,000 tested, 0.37% active; in the data active = response mostly above about 7.3%, no sharp cut-off; inactive = mostly below about 5.4%; note: actives read high; inactives centre near 0; some compounds called inactive have numbers as strong as hits; reference of the scale not given here
Rtt109 Vps75: inhibitors of C. albicans Rtt109/Vps75 HAT, primary screen, biochemical, ThioGlo CoA-SH fluorescence, plate reader | 330,000 tested, 0.16% active | inhibition, % at 34.9 µM | AID 540336, 2011 | purified Rtt109/Vps75, 4 h;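 active = inhibition of at least 50% in every replicate; inconclusive = best replicate reaches 50% inhibition but some replicates fall short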
Target sequence (Q5AAJ8 whole entry, looked up): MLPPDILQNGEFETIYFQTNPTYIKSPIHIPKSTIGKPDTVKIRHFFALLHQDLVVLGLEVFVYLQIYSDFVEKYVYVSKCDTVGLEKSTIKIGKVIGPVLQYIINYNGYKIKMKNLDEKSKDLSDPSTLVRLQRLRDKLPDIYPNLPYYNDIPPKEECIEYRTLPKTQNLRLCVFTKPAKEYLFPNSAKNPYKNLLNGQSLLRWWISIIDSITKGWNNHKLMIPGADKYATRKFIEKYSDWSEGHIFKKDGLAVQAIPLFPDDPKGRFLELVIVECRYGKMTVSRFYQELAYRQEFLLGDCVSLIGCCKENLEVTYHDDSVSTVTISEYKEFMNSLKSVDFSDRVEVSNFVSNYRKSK
Tat export inh: E. coli Tat export inhibitors, primary screen, MC4100, TorA-mCherry reporter, fluorescence, single point | 340,000 tested, 0.036% active | inhibition, % at 10 µM;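 active = mean replicate inhibition at least 50% and at least half of replicates individually reaching 50%; inconclusive = only one of the two criteria met; inactive = neither criterion met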;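 note: exported cargo escapes ClpAP degradation while cytoplasmic cargo is degraded and loses fluorescence; 0% = median of neutral control wells and 100% = median of NaSCN control wells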
CDK5 p35 inh: inhibitors of human CDK5/p35 kinase, primary screen, biochemical, single concentration; Cyclin-dependent kinase 5 (Homo sapiens) + Cyclin-dependent kinase 5 activator 1 (Homo …; Recombinant CDK5/p35, ADP-Glo luminescence, 60 min; inhibition, % at 10 µM; 330,000 tested, 0.01% active;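 active = highest replicate inhibition of at least 50% and at least 75% of replicates reaching 50%; inconclusive = only one of the two criteria met; inactive = both criteria failed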;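 note: plate controls were DMSO neutral control for no effect and GW8510 at 10 µM for full effect; many of its hits are not listed in these tables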
CAL PDZ FP-2: untagged CAL PDZ binding inhibitors, primary screen, biochemical, fluorescence polarization, HTS; Golgi-associated PDZ and coiled-coil motif-containing protein (Homo sapiens), Q9HD26; purified CAL PDZ, TMR-peptide fluorescence polarization, 1 h; inhibition, % at 24.9 µM; 300,000 tested, 0.92% active; AID 602252, 2012;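 active = mean inhibition of at least 30% with at least half of replicates also reaching 30%; inconclusive = no clear call, values can overlap the other calls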;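 note: 0% = DMSO neutral control and 100% = excess unlabeled competitor peptide PRC23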
MITF TRPM1 HTS: activators of MITF-driven TRPM1 promoter reporter, primary screen, cell-based, SK-MEL-5, luciferase, single point; SK-MEL-5 TRPM1-promoter luciferase, 24 h; % of positive control, neutral wells = 0; activation, % at 12.5 µM; 300,000 tested, 0.75% active;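 active = mean activation of at least 80% with every replicate also reaching 80%; inconclusive = mean reaches 80% but some replicate falls short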;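 note: 0% = neutral control wells and 100% = parthenolide positive control wells; values of inactives mirror those of a sister screen read the other way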
An asterisk follows results filed as active; ? = inconclusive; / = no result given.

SMILES	cardiac RTF act	CAL PDZ FP-1	Wnt bcat act	dFosB act	V-ATPase pH	Rtt109 Vps75	Tat export inh	CDK5 p35 inh	CAL PDZ FP-2	MITF TRPM1 HTS
CC(N=c1ccccn1C(=O)Nc1ccc(F)cc1)c1ccco1 (configuration not stated)	-3	-2.3	11	-10	-3	32	-8	-1.0	-2	13
Cc1ccc(C)c(N(CC(=O)N2CCc3ccccc3C2)S(C)(=O)=O)c1	4	-0.2	12	-8	-2	-4	3	-1.8	/	-9
CN(C)S(=O)(=O)c1ccc(Cl)c(C(=O)NNC(=O)c2ccc3c(c2)OCO3)c1	1	-1.1	1	-3	4	10	-10	-0.4	-2	0
NCCNC(=O)c1ncsc1-c1cccc(F)c1	-3	0.4	-3	-1	0	-3	3	1.6	1	7
O=C(CCOc1ccccc1)Nc1cccc(S(=O)(=O)Nc2ccccc2Cl)c1	-6	-0.8	-2	8	-5	-2	6	0.4	-4	-17
COc1cc2c(cc1OC)C(c1ccc(Cl)cc1)=NCC2	5	-1.9	-2	0	-3	-3	-4	-0.6	/	-13
COc1ccc(C2C(C(=O)c3ccc(C)o3)=C(O)C(=O)N2c2cc(C)on2)cc1OC (configuration not stated)	-1	-0.4	/	-1	3	20	-10	0.0	3	6
CN(C1CCS(=O)(=O)C1)S(=O)(=O)c1ccccc1[N+](=O)[O-] (configuration not stated)	-3	-2.2	6	2	1	/	1	-0.4	0	-7
CCNc1nc(NCc2ccccc2)nc(SCC(=O)Nc2ccccc2)n1	-3	-0.7	/	4	2	-9	1	-2.9	-3	-5
CN(C)C(=O)N1CCCC(C(=O)NCc2ccccc2Cl)C1 (configuration not stated)	-4	-0.2	/	2	0	-5	2	-2.9	-1	2
CCOc1ccc(S(=O)(=O)NCc2cccnc2)cc1NC(=O)c1ccccc1F	5	-0.3	0	-10	2	-15	3	1.7	-2	1
CC(=O)Nc1ccc(S(=O)(=O)Nc2ccc(Cl)cn2)cc1	0	1.1	-1	1	0	-11	10	0.2	/	-4
NS(=O)(=O)c1ccc(NC(=S)N2CCN(Cc3ccc(Cl)c(Cl)c3)CC2)cc1	/	-0.5	-20	-8	0	13	1	1.1	-11	14
CCOC(=O)C1CC2=C(CC(C)(C)CC2=O)N(CCOC)C1=O (configuration not stated)	-7	-0.6	2	-7	-2	-7	-3	1.1	-7	1
O=C1CC(c2ccc(S(=O)(=O)N3CCCCC3)cc2)CN1 (configuration not stated)	-6	-2.1	5	5	1	-2	-2	0.2	-3	3
CCCCN(C)C(=O)C1CCN(C/C(C)=C/c2ccccc2)CC1	6	-1.8	/	-1	1	-3	-5	-1.1	-3	-6
O=C(/C=C/c1ccc2c(c1)OCO2)N1CCN(c2ccc(Cl)cc2)CC1	2	-1.9	/	0	4	-6	10	0.7	-2	2
CCCN(C(=O)CCNC(=O)Cn1cnc2ccccc2c1=O)c1cccc(Cl)c1	-4	-2.3	/	-3	3	-10	-13	-0.7	-5	/
O=C(Nc1cccc2ncccc12)C12CC3CC(CC(C3)C1)C2	-4	0.0	-8	0	-5	-4	-1	0.1	-1	4
O=C(CN1C(=O)C2C3C=CC(C3)C2C1=O)N1CC(=O)N(CCc2ccccc2)C(=O)C1 (configuration not stated)	-3	-0.1	/	-2	2	-6	-2	-1.6	-2	-2
Cc1ccc(NC(=S)NC2CCN(Cc3ccccc3)CC2)c(C)c1	3	-1.3	3	1	-4	?	1	1.4	2	1
Cc1cc(C)n(Cc2ccc(C(=O)NCCC3=CCCCC3)o2)n1	-6	0.0	/	-5	1	2	1	-0.6	-2	13
Cc1cccc2c(=O)cc(C)n(Cc3ccccc3)c12	-3	-0.9	1	-10	-2	-6	1	0.4	1	-6
CCC(C)N1C(=O)CN(C2CCCCCC2)C(=O)C1c1ccccc1F (configuration not stated)	6	0.0	0	1	2	0	11	1.0	-2	-3
CN=C1S/C(=C\c2ccc(O)c(Br)c2)C(=O)N1C	-2	-1.0	9	-2	-3	2	-3	5.9	-6	-5
COc1ccc2c(c1)OC1=C(C(=O)CCC1)C2C1=C(O)CCCC1=O (configuration not stated)	2	-0.5	/	4	-1	-18	1	1.7	-1	4
O=C(Cc1ccc(Cl)cc1)Nc1ccc2oc(-c3ccncc3)nc2c1	1	-4.6	-5	5	4	/	-3	-0.7	-1	11
CCOc1ccc(C(=O)NCC(=O)NNC(=O)CN(C)S(=O)(=O)c2ccc(Cl)cc2)cc1	2	-1.6	4	2	2	2	-5	0.8	0	-1
NC(=O)COC(=O)c1cc(S(=O)(=O)N2CCN(c3ccccc3)CC2)ccc1Cl	-2	-0.8	2	-4	0	0	5	3.5	-1	-13
CN1C(=O)C(CC(=O)Nc2ccc(F)cc2)N(Cc2cccs2)C1=S (configuration not stated)	6	1.3	-5	-2	-1	-4	4	-0.1	-1	-3
Cc1ccc(CC(=O)O/N=C(\N)c2ccccn2)cc1	3	/	40*	2	-3	-11	-1	1.1	-7	28
COC(=O)Nc1nc(-c2ccc(F)cc2)c(C)s1	-2	0.3	0	-5	2	25	-12	-0.7	-2	35
O=C1COc2ccc(S(=O)(=O)CCC(=O)N3CCN(c4cccc(C(F)(F)F)c4)CC3)cc2N1	-3	-1.0	-6	-19	0	2	4	-0.1	1	-6
Cc1ccc(Cl)c(OCC(O)CN(CCO)CCO)c1 (configuration not stated)	9	/	1	-1	3	-9	-1	1.7	-4	-3
CN(C(=O)CCc1ccccc1F)C1CCCN(Cc2ccccc2F)C1 (configuration not stated)	-1	-3.8	-2	9	4	-2	-2	1.4	/	-9
COc1ccccc1CNC(=O)C(NS(=O)(=O)c1cccc2nsnc12)C(C)C (configuration not stated)	1	-0.5	1	-3	4	-4	6	1.0	-2	13
CNc1ccc(Br)cc(C(=O)/C=C/c2cccc(OC)c2)c1=O	4	0.3	-1	-6	0	-18	5	0.5	-5	-23
CC(C)NC(=O)N(C)C[C@H]1Oc2c(NS(=O)(=O)c3cn(C)cn3)cccc2C(=O)N([C@H](C)CO)C[C@@H]1C	7	-0.9	-2	8	2	10	-2	1.8	2	-5
CCOc1ccc(/C(C)=N/NC(=O)C(OC)c2ccccc2)cc1 (configuration not stated)	5	-2.0	1	-7	0	16	2	2.1	-2	-2
COc1ccc(OC)c(NC(=O)c2nc(-c3ccccc3)oc2C)c1	-5	-1.1	-1	0	-3	4	1	-2.8	/	-1
CC1CCN(C(=O)Cn2c(SCC(=O)Nc3nccs3)nc3ccccc32)CC1	-3	-0.8	/	-10	1	-3	-4	-1.4	/	-1
O=C(Oc1ccccc1)c1cc2ccccc2o1	-8	-0.1	-1	1	1	-4	-12	-0.5	-3	-17
Cc1cccc(NS(=O)(=O)c2ccc(C)c(C(=O)NCC(c3ccccc3)N(C)C)c2)c1 (configuration not stated)	8	-1.2	-4	9	-2	6	-3	0.0	/	17
Cc1oc(=O)cc(OCc2ccccc2)c1C	-6	-0.9	3	-9	5	4	0	0.7	-3	22
CC1CN(C(=O)c2nn(C)cc2[N+](=O)[O-])CC(C)O1 (configuration not stated)	1	0.5	/	-1	0	-8	5	-1.5	5	-9
CSc1nc2ccc(NC(=O)C3CC(=O)N(Cc4ccco4)C3)cc2s1 (configuration not stated)	9	-2.3	/	-4	-3	2	-11	-1.2	/	-15
NC(=O)COc1ccc(/C=N\NC(=O)c2ccc(-c3ccccc3)cc2)cc1	-2	-0.4	0	-9	1	-6	-3	-3.4	0	-4
Cc1ccc(-n2[nH]c(C)c(C=Nc3ccc(C)cn3)c2=O)cc1	2	-0.3	-4	-6	2	-1	-11	0.2	0	-9
COc1cccc(CN(C)C(=O)c2cc(S(=O)(=O)N3CCN(c4ccccc4)CC3)ccc2Cl)c1	-2	-0.5	-2	-7	-1	0	8	-1.9	/	-13
Cc1ccccc1NC(=O)NC1(C(=O)N2CCCC2)CCCCC1	1	-0.6	-1	-6	2	3	-12	-1.0	-1	0
Cc1cc(C)c(OCC(=O)OC(C)C(=O)N2CCc3ccccc32)c(C)c1 (configuration not stated)	-10	-2.9	0	-4	2	-3	5	-1.4	-5	3
Cc1c(C(=O)N/N=C/c2ccc(N(C)C)cc2)[nH]c2ccc(Cl)cc12	4	-3.0	-3	-10	-6	-14	-12	-1.3	-14	0
CCOc1ccc(NC(=S)Nc2cc(-c3ccccc3)[nH]n2)cc1	-2	-2.4	/	8	1	2	-2	2.5	/	-1
O=c1[nH]c2ccsc2c(=O)n1CCO	2	-0.5	-1	-2	-1	-13	3	-3.1	/	/
O=C(c1cc([N+](=O)[O-])ccc1Cl)N1CCc2ccccc21	4	-0.3	0	-3	-1	-3	-2	-2.3	-5	/
CC1CCCCN1C(=O)CCC(=O)Nc1nnc(C2CCCCC2)s1 (configuration not stated)	0	-1.2	-1	-1	-2	2	-5	0.2	0	-10
CCc1nnc(NS(=O)(=O)c2ccc(NC(=O)c3ccc(Cl)cc3)cc2)s1	1	-3.5	3	-6	-3	1	-5	-0.7	-7	1
CCCc1cc(=O)[nH]c(SCC(=O)N(C)CC(=O)Nc2ccc(C)cc2)n1	-4	-0.5	2	-3	0	4	17	1.5	-9	1
Cc1cc(C(=S)N2CCOCC2)c(C)n1-c1ccc(F)cc1	-1	-1.5	-2	-7	5	-4	3	2.0	-5	1
CCc1cc[n+](-c2nc([O-])sc2C=O)cc1	22	0.0	-1	5	1	4	-10	-1.6	/	/

Reprinted at random: two records from the list, in no set order.
SMILES	cardiac RTF act	CAL PDZ FP-1	Wnt bcat act	dFosB act	V-ATPase pH	Rtt109 Vps75	Tat export inh	CDK5 p35 inh	CAL PDZ FP-2	MITF TRPM1 HTS
COc1cccc(CN(C)C(=O)c2cc(S(=O)(=O)N3CCN(c4ccccc4)CC3)ccc2Cl)c1	-2	-0.5	-2	-7	-1	0	8	-1.9	/	-13
Cc1ccccc1NC(=O)NC1(C(=O)N2CCCC2)CCCCC1	1	-0.6	-1	-6	2	3	-12	-1.0	-1	0
